# Compound activity from PubChem.
# TEAD-YAP inh = TEAD-YAP interaction inhibition; inhibition, % at 9.12 µM; hit rate 1.4% among 640,000; HEK-TIYL cells, TEAD-Gal4/YAP UAS-luciferase luminescence; in the data active = inhibition above about 32%;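 also: 0% = median of test compound wells and 100% = reference inhibitor wells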
# MITF primary = human MITF inhibition, primary screen; hit rate 0.91% among 650,000; inhibition, % at 2.6 µM; AID 1259374; O75030; AlphaScreen MITF homodimerization, bead proximity signal; in the data active = inhibition above about 50%;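 also: 0% = vehicle wells with protein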
# GPR151 ag = human GPR151 activation; activation, % at 11.2 µM; Q8TDV0; hit rate 1% among 650,000; AID 1508602; PathHunter beta-arrestin GPR151 cells, luminescence; in the data active = activation above about 4.9%;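 also: 0% = median of compound wells and 100% = cells with positive control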
# Target sequence (Q8TDV0 whole entry, looked up): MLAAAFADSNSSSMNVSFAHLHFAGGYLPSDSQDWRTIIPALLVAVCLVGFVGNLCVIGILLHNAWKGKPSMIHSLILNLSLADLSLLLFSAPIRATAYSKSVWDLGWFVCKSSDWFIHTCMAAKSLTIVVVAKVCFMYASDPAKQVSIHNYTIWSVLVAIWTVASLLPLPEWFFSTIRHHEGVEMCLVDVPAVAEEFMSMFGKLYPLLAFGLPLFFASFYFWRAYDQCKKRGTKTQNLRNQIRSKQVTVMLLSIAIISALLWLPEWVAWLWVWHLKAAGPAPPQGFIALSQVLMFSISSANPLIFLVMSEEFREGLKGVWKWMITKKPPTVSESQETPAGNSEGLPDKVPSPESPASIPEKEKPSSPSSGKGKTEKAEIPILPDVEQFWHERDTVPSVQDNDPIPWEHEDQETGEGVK
# FBW7 activator = activators of human E3 ligase FBW7. AlphaScreen FBW7–phospho-cyclin E peptide binding, activator screen. normalized activity (activation), % at 26.1 µM. hit rate 0.13% among 650,000. AID 1259310; in the data active = normalized activity above about 1.9%;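 also: purified mutant Fbw7 with reduced substrate affinity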
# Target sequence (Q969H0 whole entry, looked up): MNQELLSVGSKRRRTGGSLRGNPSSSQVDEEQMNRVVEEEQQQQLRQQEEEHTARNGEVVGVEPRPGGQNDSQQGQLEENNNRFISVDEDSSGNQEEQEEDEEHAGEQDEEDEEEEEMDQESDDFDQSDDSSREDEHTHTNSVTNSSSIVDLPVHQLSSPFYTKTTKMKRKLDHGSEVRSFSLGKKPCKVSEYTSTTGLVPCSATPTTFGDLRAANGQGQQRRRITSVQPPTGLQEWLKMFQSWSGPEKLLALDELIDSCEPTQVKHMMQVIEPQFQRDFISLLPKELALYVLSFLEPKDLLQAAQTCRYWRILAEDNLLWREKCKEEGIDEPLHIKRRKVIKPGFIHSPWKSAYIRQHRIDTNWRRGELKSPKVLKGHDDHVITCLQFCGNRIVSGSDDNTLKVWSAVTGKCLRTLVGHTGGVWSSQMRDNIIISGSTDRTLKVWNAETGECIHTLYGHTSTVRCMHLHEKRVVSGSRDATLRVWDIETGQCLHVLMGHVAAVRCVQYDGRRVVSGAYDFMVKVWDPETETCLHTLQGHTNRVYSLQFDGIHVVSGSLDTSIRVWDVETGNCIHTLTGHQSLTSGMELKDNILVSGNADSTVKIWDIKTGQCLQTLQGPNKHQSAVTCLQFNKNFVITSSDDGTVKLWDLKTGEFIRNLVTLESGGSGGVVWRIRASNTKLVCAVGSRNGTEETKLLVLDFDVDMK
# Starred values were filed as active, the others as inactive; x = no result given.
# Value order – TEAD-YAP inh, MITF primary, GPR151 ag, FBW7 activator
COc1cc(/C=N/NC(=O)c2cccc(O)c2)cc(Br)c1O
 : -2.3, 1.9, -1.0, 0.1
COc1ccc(C2=NS(=O)(=O)N(C)C(C(=O)NCc3ccco3)=C2)cc1
 : 7.6, 8.9, 1.8, -0.3
Cn1cc(C(=O)N2CCN(c3ccccc3Cl)CC2)c2ccccc2c1=O
 : 42.8*, 8.2, -0.5, 0.1
CN(C)c1ccc(C(CNS(=O)(=O)c2cccc(F)c2)N2CCOCC2)cc1 (centres undefined)
 : -1.6, 7.4, -1.0, -0.1
C/C(CC(=O)Nc1cc(C)ccn1)=N\NC(=O)c1ccc(F)cc1
 : -26.7, 1.9, 1.8, -0.8
COc1ccc(/C(C)=N/NC(=O)c2ccccc2N)cc1
 : -21.9, 14.1, 1.2, 0.4
O=C(Nc1ccccc1C(=O)O)c1ccc(NC(=O)c2cccs2)cc1
 : -5.7, 1.6, 0.3, -0.1
CCOC(=O)c1c(/N=c2\oc3c(OC)cccc3cc2C(=O)Nc2ccc(F)cc2)sc(C)c1C
 : -12.2, -9.1, 1.4, 0.1
CCOc1ccccc1NC(=O)Nc1c(C)n(C)n(-c2ccccc2)c1=O
 : -6.7, 9.4, 0.0, -0.1
Cc1cc(Br)ccc1NC(=O)Cn1cnc2sc3c(c2c1=O)CCCC3
 : -5.3, 6.6, 0.4, 0.0
N#Cc1c(NC(=O)CSc2nc3ccccc3o2)sc2c1CCC2
 : -41.5, -4.8, -0.8, 0.1
COc1ccc2c(c1)C[C@H](C(=O)Nc1ccc(-c3ccncc3)cc1OCCN(C)C)CO2
 : 1.6, -1.6, -0.3, -0.2
CC(C)NC(=O)CSc1nnc2c3ccccc3nc(Cc3ccccc3)n12
 : -3.6, -6.0, -0.7, 0.0
COc1ccc2oc(=O)c(-c3csc(Nc4ccccc4I)n3)cc2c1
 : 2.0, 4.4, 1.2, 0.3
COc1ccc(CC(=O)N2N=C(c3cccnc3)CC2(O)C(F)(F)F)cc1 (centres undefined)
 : 25.3, 1.7, 4.9*, 1.1
COc1cccc(OCC(=O)Nc2ccc(OC(C)=O)cc2C(=O)O)c1
 : 0.2, -2.6, -1.6, 0.1
CN(C)/C=C/C(=O)c1ccc(OCCCCl)cc1O
 : 0.8, 7.2, 3.1, 0.0
COC(=O)C1=C(C)NC2=C(C(=O)CC(C)(C)C2)C1c1ccc(C(F)(F)F)cc1 (centres undefined)
 : 0.9, -0.2, -1.3, 0.0
O=C(O)c1ccc(COc2ccccc2/C=C2\NC(=O)N(Cc3ccccc3)C2=O)cc1
 : -2.3, 8.4, -0.8, -0.1
COc1ccccc1CC(=O)NC(C)CCc1ccccc1 (centres undefined)
 : -12.4, -7.7, 0.7, 0.0
O=c1c2sccc2nc(SCc2ccccc2Cl)n1C1CCCCC1
 : -2.8, 2.2, 0.7, 0.1
Cc1noc(C)c1C(=O)N1CCc2nnc(CNC(=O)c3cccc(F)c3)n2CC1
 : 6.8, 1.7, 2.8, 0.0
COc1cc(SC)ccc1C(=O)NCCOc1ccc(Cl)cc1
 : 1.8, 3.7, 1.6, 0.2
COc1ccc(/C(C)=N/Nc2ccccc2[N+](=O)[O-])c(O)c1
 : -16.6, 1.1, -0.6, 0.0
Cc1ccccc1-c1ccc(CN2CCN(C)C(CCO)C2)cc1 (centres undefined)
 : -12.6, 7.1, 1.0, 0.0
O=C(COC(=O)c1cc(=O)c2ccccc2o1)Nc1ncc(Cl)cc1Cl
 : 4.3, 3.9, 1.3, 0.0
COc1ccccc1N1C(=O)NC(=O)/C(=C/c2c(OC)ccc3ccccc23)C1=O
 : 0.5, -15.4, -0.2, -0.1
O=C(CN1CCN(c2ccccn2)CC1)NCc1ccccc1
 : 2.0, -7.2, 1.6, 0.9
COc1cc(OC)c(OC)cc1CN1CCN(Cc2ccccc2C)CC1
 : 1.0, 74.5*, 1.0, 0.1
COc1cc(COc2ccc3c4c(c(=O)oc3c2)CCC4)cc(OC)c1OC
 : -8.0, 8.0, 0.1, 0.1

# Quoted from above for reference:
# Value order – TEAD-YAP inh, MITF primary, GPR151 ag, FBW7 activator
O=c1c2sccc2nc(SCc2ccccc2Cl)n1C1CCCCC1
 : -2.8, 2.2, 0.7, 0.1
Cc1noc(C)c1C(=O)N1CCc2nnc(CNC(=O)c3cccc(F)c3)n2CC1
 : 6.8, 1.7, 2.8, 0.0

# The list goes on.
# Value order – TEAD-YAP inh, MITF primary, GPR151 ag, FBW7 activator
CC(C)(C)C(=O)Nc1ccc(-c2nc3ncccc3o2)cc1
 : 59.6*, -1.6, 0.3, -0.1
C/C=C/C=C/C(=O)NNC(=O)c1ccccc1
 : -27.5, -1.1, -1.2, 0.0
COc1cccc(CN2CCN(C3CC4CCC3C4)CC2)c1OC (centres undefined)
 : -3.9, 71.0*, -0.9, -0.2
COc1ccc(CN2CCOc3ccc(C4(O)CCN(C)CC4)cc3C2)cc1O
 : -3.8, -1.2, 0.6, 0.2
Cc1nnc(N2C(=O)C(=O)/C(=C(/O)c3ccccc3)C2c2ccc(C(C)C)cc2)s1 (centres undefined)
 : -3.5, 16.6, -0.3, 0.1
N=c1oc2c(Br)cc(Br)cc2cc1C(=O)Nc1nccs1
 : -6.0, 12.5, -0.2, 0.9
CCOC(=O)N1CCN(c2c(NCCC3=CCCCC3)c(=O)c2=O)CC1
 : -4.1, -7.7, -2.0, 0.0
O=[N+]([O-])c1ccc(S(=O)(=O)Nc2nc(-c3ccccc3)cs2)cc1
 : -8.8, 5.0, 1.6, -0.1
Cc1nnc2c(N3CCc4ccccc43)nc3ccccc3n12
 : -0.5, 2.4, 0.5, 0.0
Cc1cc2c(cc1S(=O)(=O)C(C)CC(=O)N(C)C1CCCCC1)OCC(=O)N2 (centres undefined)
 : -4.0, -9.7, 4.4, -0.1
C=CCN1C(=O)/C(=C\c2cnn(-c3ccccc3)c2)C(=O)NC1=S
 : -8.3, 4.1, 3.3, -0.4
COc1ccc(CCNc2nc(-c3ccc(C(=O)NC4CC4)cc3)nc3c2ncn3CCN2CCCC2=O)cc1
 : 39.2*, 6.3, 2.4, -0.1
Cc1cc2c(c(=O)o1)C(c1ccc([N+](=O)[O-])s1)C(C#N)=C(N)O2 (centres undefined)
 : 7.8, 16.6, 0.0, -0.7
CCOC(=O)c1ccc(NC(=O)Nc2cccc3ccccc23)cc1
 : -7.8, 4.6, -0.9, 0.0
CCOc1ccc(NC(=O)C2CCC(N3C(=O)c4ccccc4C3=O)CC2)cc1 (centres undefined)
 : -12.5, -12.0, 2.5, 0.0
CC(C)N1C(=O)c2ccccc2C1C(=O)NC1CCCCC1 (centres undefined)
 : -6.0, 0.4, 0.9, -0.1
CCOc1ccc(NC(=O)CSc2nc3ccccc3c(=O)n2CCN2CCOCC2)cc1
 : 5.2, 10.2, 1.8, 0.1
O=C(NN1C(=O)c2cccc3cccc(c23)C1=O)c1ccn[nH]1
 : -7.3, -17.8, 0.3, 0.1
O=C(CCCCCn1c(SCC(=O)NCCC2=CCCCC2)nc2ccsc2c1=O)NCCc1ccccc1
 : 8.3, 14.7, -1.5, 0.1
O=C(O)/C=C/c1ccc(NS(=O)(=O)c2ccccc2[N+](=O)[O-])cc1
 : 2.4, -7.3, -0.8, 0.1
Cc1cccc(-n2nc3c(c2NC(=O)c2c(F)cccc2F)CS(=O)(=O)C3)c1C
 : 2.8, 15.2, -1.6, 0.5
O=C1NC(c2ccccc2[N+](=O)[O-])Nc2sc3c(c21)CCCC3 (centres undefined)
 : 6.1, 0.1, -1.2, 0.0
O=C(CN1C(=O)C2C3c4ccccc4C(c4ccccc43)C2C1=O)Nc1cccc(Cl)c1 (centres undefined)
 : -2.3, -12.3, 0.8, -0.1
CNCCC(=O)N1c2ccccc2CCc2ccc(NC(=O)OC)cc21
 : -10.4, -7.2, -0.2, 0.2
C=CCSc1nc(C(C)C)nc2c1c(=O)n(C)c(=O)n2C
 : 11.4, 2.4, -0.8, 0.0
COC(=O)c1c(F)c(F)c(N2CCOCC2)c(F)c1F
 : 4.3, 8.6, -0.5, 0.0
CCn1c(SCC(=O)Nc2ccc(F)cc2F)nc2c(c1=O)SC(C)C2 (centres undefined)
 : -4.7, 1.1, 1.8, -0.1
CCCN(CCCN)/[N+]([O-])=N/O
 : x, -8.1, 1.9, x
O=C(CSc1nc(=O)[nH]c2c1CCC2)c1ccc(Cl)cc1
 : 2.3, 18.8, 0.7, -0.2
Cc1cc(C)c2c(N)c(S(=O)Cc3ccccc3)sc2n1 (centres undefined)
 : -6.6, 3.9, 3.2, -0.2

# A draw from above in order of heavy-atom count, high to low:
# Value order – TEAD-YAP inh, MITF primary, GPR151 ag, FBW7 activator
O=C(CN1C(=O)C2C3c4ccccc4C(c4ccccc43)C2C1=O)Nc1cccc(Cl)c1 (centres undefined)
 : -2.3, -12.3, 0.8, -0.1
CCn1c(SCC(=O)Nc2ccc(F)cc2F)nc2c(c1=O)SC(C)C2 (centres undefined)
 : -4.7, 1.1, 1.8, -0.1
O=C1NC(c2ccccc2[N+](=O)[O-])Nc2sc3c(c21)CCCC3 (centres undefined)
 : 6.1, 0.1, -1.2, 0.0

# New compounds follow:
# Value order – TEAD-YAP inh, MITF primary, GPR151 ag, FBW7 activator
COc1cc(Cl)ccc1S(=O)(=O)N1CCCN(S(=O)(=O)c2ccc(Cl)cc2OC)CC1
 : 0.7, 13.8, -0.2, 0.2
NC(=O)C1CC(O)CN1c1ccc([N+](=O)[O-])cc1 (centres undefined)
 : -0.9, 2.2, 0.5, -0.2
Cc1nn(C)c(C)c1-c1nc(NC2CC2)c2ncn(-c3ccccc3)c2n1
 : 28.8, 14.2, 2.9, 0.4
Cc1cccc(OCC(=O)Nc2ccc(C)c([N+](=O)[O-])c2)c1
 : -54.1, -10.9, 1.4, -0.1
COC(=O)c1cc(Br)ccc1OC(=O)c1sc2ncn(Cc3cccc(F)c3)c(=O)c2c1C
 : 8.1, 13.0, 0.2, -0.1
CC(NS(=O)(=O)c1ccc(F)cc1)C(=O)Nc1ccc(OCc2ccccc2)cc1 (centres undefined)
 : -9.3, 31.9, -0.5, 0.1
Cc1nc2ccccc2n1CC(=O)OCc1cccc(Cl)c1
 : 21.4, 5.5, 2.3, 0.1
CCN(CC)CCCn1c(-c2ccc(C)cc2)cn2c3ccccc3nc12
 : 2.9, 12.2, 2.3, 1.1
CCc1c(C)nc(SCc2ccc(C)cc2)c(C#N)c1C
 : -2.7, -10.3, -0.3, 0.1
CCC(=O)c1ccc(N2CCCCC2)c(F)c1
 : -11.0, -3.1, 1.5, 0.1
COc1ccc(N2C(=O)NC(=O)/C(=C\c3ccc(O)c(OC)c3)C2=O)cc1
 : -5.7, -13.9, 1.4, -0.1
O=C(COc1cccc2ccccc12)NS(=O)(=O)c1ccccc1
 : 2.7, 9.8, 0.1, -0.2
CC(CCc1ccccc1)NC(=O)CSc1ccsc1[N+](=O)[O-] (centres undefined)
 : 8.5, 14.7, 2.2, 0.0
COc1cccc(CC2(CO)CCCN(C(=O)C3(N4CCOCC4)CCCCC3)C2)c1 (centres undefined)
 : -0.7, 14.7, -0.4, 0.3
CCc1ccc(-n2c(=S)sc3c(=O)n(-c4ccccc4OC)c(SCc4nc5ccccc5[nH]4)nc32)cc1
 : 5.6, 9.9, -0.5, 0.0
CC(=O)n1c2ccccc2c2cc([N+](=O)[O-])ccc21
 : 2.8, 21.3, -1.8, 0.5
COC(=O)C1=C(C)NC(C)=C(C(=O)OC)C1c1ccc(OC)c(Br)c1
 : 5.6, 7.3, -0.7, 0.0
Cc1nc2ccccc2nc1SCC(=O)N1CCC(C)CC1
 : 2.9, -2.9, 0.7, 0.1
Cc1nc2ccc(S(=O)(=O)c3ccc4nc(C)c(C)nc4c3)cc2nc1C
 : -0.2, 11.4, 0.7, -0.2
COc1cc(Nc2cccc(C(=O)Nc3ccc(NC(C)=O)cc3)c2)cc(OC)c1OC
 : -7.0, 5.5, -1.7, -0.1
O=C(Nc1cccc(-c2ccc3nnc(-c4ccncc4)n3n2)c1)c1ccc2ccccc2c1
 : 4.3, 2.9, 2.5, 0.1
CC(C)(C)NC(=O)N1CCc2ccc(NC(=O)c3ccccn3)cc2C1
 : -8.9, -6.2, -0.5, 0.4
CCC(C)NC(=O)c1cccc(N2CCCC2=O)c1 (centres undefined)
 : -7.1, 4.8, 0.3, -0.1
CCOc1ccc(S(=O)(=O)Nc2ccccn2)c(C)c1C
 : -0.2, 6.7, 0.4, 0.1
Cc1c(N=Cc2ccc3ccccc3c2O)c(=O)n(-c2ccccc2)n1C
 : -0.1, -8.3, 0.2, -0.1
CCOCCn1c(N2CCN(Cc3c(Cl)cccc3Cl)CC2)nc2c1c(=O)[nH]c(=O)n2C
 : -9.3, 3.5, 2.6, -0.1
CCC(=O)Nc1cccc(-c2nc3cccnc3s2)c1
 : -34.9, 2.3, -0.9, -0.1
O=C(Nn1cnnc1)c1ccc(C(=O)Nn2cnnc2)cc1
 : 11.3, -7.5, -0.4, -0.1
O=C(NCc1cccnc1)C(=O)NCc1ccccn1
 : 4.3, 6.2, 1.1, 0.2
CCOC(=O)C1=C(C)N=c2s/c(=C\c3ccc(-c4ccc(Cl)cc4Cl)o3)c(=O)n2C1c1ccc(Cl)cc1 (centres undefined)
 : 2.0, 2.0, -0.3, 0.0
NC(=O)C1CCN(CC(=O)Nc2ccc(N3CCOCC3)cc2)CC1
 : 9.2, 1.7, 5.9*, -0.1
CC(C)(C)C(=O)Nc1ccnn1C1CCN(Cc2ccc3c(c2)CCO3)CC1
 : -0.9, -8.3, -0.1, -0.1
COc1cc(/C=C(\C#N)C(=O)Nc2ccc(F)cc2)ccc1O
 : -7.6, 6.0, 1.3, 0.1
Cc1cc(C)c2ccc3ccccc3c2n1
 : 1.0, -10.4, 0.3, 0.0
O=C(NCc1nnc2n1CCN(C(=O)CC1=CCCCC1)CC2)c1ccncc1
 : 1.7, 6.1, -0.8, -0.1
COc1ccc(S(=O)(=O)N2CCN(Cc3ccccc3)CC2)cc1Cl
 : 10.6, 4.9, 1.7, -0.1
